PI5P4K alpha inh = blocks human PI5P4K alpha kinase activity; actives 1.2% (n = 330,000); PI5P4Kalpha enzyme, ADP-Glo luminescence, 60 min; hits give low values; max response, %; P48426; active = max response of -50% or lower; inconclusive = between -30% and -50%; inactive = -30% or higher; note: value at the top dose of about 77 µM; % is set by controls: 0 for no effect and ±100 for the full control effect
Target sequence (P48426 whole entry, looked up): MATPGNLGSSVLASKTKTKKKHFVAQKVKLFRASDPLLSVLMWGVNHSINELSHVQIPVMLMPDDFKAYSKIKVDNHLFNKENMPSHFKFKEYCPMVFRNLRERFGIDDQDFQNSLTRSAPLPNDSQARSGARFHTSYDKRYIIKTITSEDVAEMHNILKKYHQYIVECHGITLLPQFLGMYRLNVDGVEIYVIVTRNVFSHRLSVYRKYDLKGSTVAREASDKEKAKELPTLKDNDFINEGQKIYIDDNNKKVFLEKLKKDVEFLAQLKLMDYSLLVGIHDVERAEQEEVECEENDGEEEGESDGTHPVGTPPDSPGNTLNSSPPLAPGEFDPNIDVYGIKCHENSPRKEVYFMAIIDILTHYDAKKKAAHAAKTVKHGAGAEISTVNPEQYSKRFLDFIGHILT
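Quantitative HTS of the MLSMR library against PI5P4Kalpha with substrate. ATP added last at 5 microM final; room temperature, 60 minutes. Remaining ATP depleted, ADP converted and read as luminescence.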
Abeta yeast res = A-beta toxicity reversal in yeast; AID 1347071; yeast expressing A-beta42, growth rescue, OD600, 48 h; response scale: 0% DMSO, 100% iron-clioquinol control; Potency, µM (titrated, usually from 46.1 µM), without a hit: at the top dose growth rescue, actives largely listed as activators; actives 0.063% (n = 410,000); note: potency is the fitted concentration of half-maximal effect; nearly all actives have a fitted effect of over 55% in size
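Growth rescue measured by 600 nm absorbance after 48 h yeast culture at 30 C with compound. Values normalized between DMSO and an equimolar ferric chloride plus clioquinol control.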
PLK1 PBD inh = inhibitors of human PLK1 polo-box domain binding | Plk1 PBD binding of FITC phosphopeptide, fluorescence polarization | Potency, µM, without a hit: max response, negative = inhibition, most hits filed as inhibitors | actives 2.8% (n = 360,000) | P53350; note: potency is the fitted concentration of half-maximal effect; series mostly up to about 57 µM; % is set by controls: 0 for no effect and ±100 for the full control effect; nearly all actives have a fitted effect of over 65% in size
Target sequence (P53350 whole entry, looked up, the tested form may be a part): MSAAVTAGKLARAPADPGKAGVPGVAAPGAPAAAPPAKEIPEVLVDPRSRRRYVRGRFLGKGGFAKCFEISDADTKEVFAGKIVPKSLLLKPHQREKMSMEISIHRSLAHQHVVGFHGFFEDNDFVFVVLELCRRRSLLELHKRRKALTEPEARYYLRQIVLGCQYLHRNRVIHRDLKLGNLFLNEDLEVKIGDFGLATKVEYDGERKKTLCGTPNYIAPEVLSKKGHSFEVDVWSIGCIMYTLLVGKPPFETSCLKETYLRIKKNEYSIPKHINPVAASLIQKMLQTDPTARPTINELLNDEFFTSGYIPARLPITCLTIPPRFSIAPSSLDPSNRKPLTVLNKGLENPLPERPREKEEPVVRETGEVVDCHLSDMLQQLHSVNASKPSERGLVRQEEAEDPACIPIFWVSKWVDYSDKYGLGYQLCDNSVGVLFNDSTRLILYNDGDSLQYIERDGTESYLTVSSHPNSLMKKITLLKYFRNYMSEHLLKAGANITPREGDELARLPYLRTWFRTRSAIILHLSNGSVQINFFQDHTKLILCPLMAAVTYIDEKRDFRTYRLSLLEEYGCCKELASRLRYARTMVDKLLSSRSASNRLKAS
EPAC1 agonist = agonists of human EPAC1; EPAC1 agonist qHTS, biochemical assay; response scale: 100% = response to 6.5 mM cAMP; Potency, µM (doses to about 154 µM), for the others: at the highest dose activation, actives largely listed as activators; actives 0.073% (n = 360,000); O95398; note: potency is the fitted concentration of half-maximal effect; nearly all actives have a fitted effect of over 60% in size
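Nucleotide exchange by EPAC1 (100 nM) on Rap1B–BODIPY-GDP (250 nM) in the presence of 50 uM GDP is tracked fluorescently at 480/540 nm over 30 min. Signals are normalized to a 6.5 mM cAMP control.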
EPAC1 antag = EPAC1 (human) antagonism; O95398; EPAC1 GEF assay, Rap1b-BODIPY-GDP exchange fluorescence; Potency, µM (highest dose often 115 µM), for the others: at the top dose activity change, negative = inhibition, hits mostly inhibitors; actives 0.14% (n = 360,000); AID 720709;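 note: potency is the fitted concentration of half-maximal effect; plate controls were vehicle for no effect and positive control for full effect; nearly all actives have a fitted effect of over 50% in size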
IL-2 act = activators of IL-2; activation, % (series mostly up to about 46 µM); IL-2 activation reporter assay, cell-based qHTS; stimulated with anti-CD3/CD4/CD28 beads; in transgenic mouse T cells; actives 0.065% (n = 360,000); AID 652025; in the data active = activation above about 50%; inconclusive = mostly about 30% to 49%; note: 0% is about no effect
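Quantitative HTS in unstimulated transgenic mouse T cells, with memory T cells as non-tolerant control and PMA/ionomycin as tolerance-bypass control. Compound pretreatment lasted 60 minutes before 18 h bead stimulation; EGFP/DsRed fluorescence read.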
WRN helicase inh = WRN helicase (human) inhibition | Q14191 | actives 0.46% (n = 360,000) | WRN helicase unwinding, fluorescent forked duplex, kinetic | Potency, µM (series often up to 114 µM), without a hit: top-dose activity change, negative = inhibition, most hits filed as inhibitors; note: potency is the fitted concentration of half-maximal effect; % is set by controls: 0 for no effect and ±100 for the full control effect; nearly all actives have a fitted effect of over 55% in size
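Primary qHTS, 1536-well format. 20 nM WRN + compound, 15 min RT; start with 100 nM forked fluorophore/quencher duplex, 2 mM ATP (final); kinetic read ex 525/em 598 nm.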
FUS yeast rescue = FUS proteinopathy suppression in yeast | S. cerevisiae FUS-expressing, growth rescue, OD600, 24 h | Potency, µM (doses to about 76.6 µM), inactives show at the top dose growth rescue (activation), most hits filed as activators | actives 0.24% (n = 390,000);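 note: potency is the fitted concentration of half-maximal effect; plate controls were DMSO vehicle for no effect and reference control for full effect; nearly all actives have a fitted effect of over 55% in size; some results filed as inactive show a strong effect at the top dose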
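S. cerevisiae expressing FUS from galactose induction served as the toxicity model. Growth after 24hr at 30C, read as absorbance at 600 nm, indicates suppression of toxicity; compounds dosed at several concentrations.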
The depositor's hits bear a star; ? = inconclusive; . = not tested or not shown; & = joins results of further samples; [ ] = another dose, or the depositor's remark. Unless noted, calls come from the whole dose curve; as a rule, active = well fitted curve in the direction sought with a large enough effect; inconclusive = small, poorly fitted or top-dose-only effect, or another doubt; inactive = no such curve, though single readings can be large; an effect the other way counts as inactive or inconclusive.

#1 CC(=O)c1ccc(NC(=O)COC(=O)/C=C/c2cccs2)cc1
#2 CC1(C)CC(=O)C(C(C2=C(O)CC(C)(C)CC2=O)c2cccs2)C(=O)C1 (stereo not drawn)
#3 O=C(CCS(=O)(=O)c1ccccc1)N1CCN(c2ccccc2F)CC1
#4 CCn1c(C)nc2cc(C(=O)NNC(=O)CCC3CCCCC3)ccc21
#5 O=C(Nc1ccc(Cl)cn1)C1CCCN1S(=O)(=O)c1cccc2ccccc12 (stereo not drawn)
#6 CC(=O)c1ccc(Nc2cc(C)nc3ccc(C)cc23)cc1
#7 CC(=O)NC1C(=O)N=C(SCC(=O)Nc2c(C)cccc2C)NC1=O (stereo not drawn)
#8 CCN(CC)CCCNC(=O)c1c(O)c2c([nH]c1=O)CCCC2
Assay by compound	1	2	3	4	5	6	7	8
PI5P4K alpha inh	1.8	?	-4.8	-4.4	-2.3	-2.1	-9.7	.
Abeta yeast res	-1.8%	-27.6%	-18.8%	-2.8%	-0.7%	6.2%	2.3%	-6.4%
PLK1 PBD inh	-5.2%	4.74µM*	-2.3%	-2.2%	-5.0%	-6.2%	-15.5%	-5.0%
EPAC1 agonist	4.3%	2.7%	5.8%	-4.5%	9.3%	5.4%	7.5%	2.0%
EPAC1 antag	-10.4%	-10.2%	1.6%	9.0%	-7.8%	-10.9%	11.7%	9.0%
IL-2 act	0.0	-4.0	-0.2	-1.2	-2.7	0.6	-0.6	-3.1
WRN helicase inh	-8.1%	?	-7.5%	2.0%	-7.9%	2.3%[57.1 µM]	2.8%	0.0%
FUS yeast rescue	3.0%	.	8.7%	11.0%	18.7%	-1.6%	-6.1%	6.9%

#9 Cc1noc(-c2ccccc2OC(=O)c2ccccc2)n1
#10 O=C1OC(c2ccccc2)=N/C1=C/c1cccc(OC(=O)c2cccs2)c1
#11 CCOC(=O)c1c(S(=O)(=O)NCC(=O)N2CCN(c3cccc(OC)c3)CC2)c(C)n(C)c1C
#12 Clc1c(-c2nnc3n2CCC3)sc2ccccc12
#13 Cc1ccc(NC(=O)C2C3C=CC4(O3)C2C(=O)N(CCN2CCOCC2)C4C(=O)NC2CCCCC2)cc1C (stereo not drawn)
#14 CCOC(=O)N1CCN(C2CC(=O)N(c3ccc(Cl)c(Cl)c3)C2=O)CC1 (stereo not drawn)
#15 CCOC(=O)C1CCCN(C(=O)c2cccnc2Oc2ccccc2)CC1 (stereo not drawn)
#16 CCn1c(SCC(=O)c2c(N)n(C3CC3)c(=O)[nH]c2=O)nnc1-c1ccccc1OC
Assay by compound	9	10	11	12	13	14	15	16
PI5P4K alpha inh	6.9	-18.1	0.6	8.1	-2.9	-8.9	0.8	-9.4
Abeta yeast res	-16.4%	7.7%	-3.9%	-26.2%	1.7%	-1.8%[9.22 µM]	-5.7%	-1.1%
PLK1 PBD inh	0.5%	?	-11.2%	-1.2%	-15.6%	-12.6%	-8.5%	-5.2%
EPAC1 agonist	0.0%	4.0%	14.1%	3.8%	3.5%	-1.2%	-1.6%	2.0%
EPAC1 antag	0.0%	5.5%	7.2%	-14.1%	-7.6%	-1.1%	2.2%	-9.6%
IL-2 act	0.1	-1.1	0.2	-0.5	0.8	-1.8	0.4	-1.1
WRN helicase inh	0.5%	-15.4%	1.1%	0.5%	-12.7%	-17.5%	-3.6%	-22.3%
FUS yeast rescue	0.2%	19.6%	16.5%	-12.2%	14.8%	-9.9%	-23.6%	.

A portion from the list above, for reference:
#13 Cc1ccc(NC(=O)C2C3C=CC4(O3)C2C(=O)N(CCN2CCOCC2)C4C(=O)NC2CCCCC2)cc1C (stereo not drawn)
#14 CCOC(=O)N1CCN(C2CC(=O)N(c3ccc(Cl)c(Cl)c3)C2=O)CC1 (stereo not drawn)
#15 CCOC(=O)C1CCCN(C(=O)c2cccnc2Oc2ccccc2)CC1 (stereo not drawn)
#16 CCn1c(SCC(=O)c2c(N)n(C3CC3)c(=O)[nH]c2=O)nnc1-c1ccccc1OC
Assay by compound	13	14	15	16
PI5P4K alpha inh	-2.9	-8.9	0.8	-9.4
Abeta yeast res	1.7%	-1.8%[9.22 µM]	-5.7%	-1.1%
PLK1 PBD inh	-15.6%	-12.6%	-8.5%	-5.2%
EPAC1 agonist	3.5%	-1.2%	-1.6%	2.0%
EPAC1 antag	-7.6%	-1.1%	2.2%	-9.6%
IL-2 act	0.8	-1.8	0.4	-1.1
WRN helicase inh	-12.7%	-17.5%	-3.6%	-22.3%
FUS yeast rescue	14.8%	-9.9%	-23.6%	.

Following part.
#17 CC(=O)c1ccc(NC(=O)NNS(=O)(=O)c2ccc([N+](=O)[O-])cc2)cc1
#18 C/C(N)=C(/C#N)C(=O)CSc1nc(C2CCCCC2)n(-c2ccccc2)n1
#19 CC1(c2ccccc2)NC(=O)N(CC(=O)Nc2ccc(S(=O)(=O)Nc3ncccn3)cc2)C1=O (stereo not drawn)
#20 Cc1cccc(NC(=O)c2cnn(-c3ccccc3)c2C)c1C
#21 COC(=O)C1CN(C(=O)C(C)Oc2ccc(F)cc2)c2ccccc2O1 (stereo not drawn)
#22 CC1CCCC(C(=O)O)N1C(=O)CCSSCCC(=O)N1C(C)CCCC1C(=O)O (stereo not drawn)
#23 CC1(C)COC(c2cccn2Cc2ccc(F)cc2Cl)=N1
#24 COc1ccccc1N1CCN(Cc2cnc3ccc(Cl)cn23)CC1
Assay by compound	17	18	19	20	21	22	23	24
PI5P4K alpha inh	6.3	1.0&0.2	-1.6	-8.4	-2.3	-1.0	17.5	-9.0
Abeta yeast res	10.1%	3.2%&16.6%	8.5%	4.6%	0.3%	20.7%	3.4%	2.5%
PLK1 PBD inh	-13.8%	-10.7%&-3.1%	-10.8%	-1.1%	-2.6%	-10.2%	-8.1%	-2.7%
EPAC1 agonist	4.0%	4.6%&7.0%	3.6%	-0.8%	7.5%	-1.0%	-0.9%	-0.1%
EPAC1 antag	3.8%	-21.6%&-7.6%	3.8%	9.6%	-0.5%	2.3%	6.0%	-15.0%
IL-2 act	-0.9	-0.6&-2.8	-5.9	-0.4	-3.4	-0.5	-5.1	0.0
WRN helicase inh	-2.2%	2.3%&-3.2%	-6.1%	-4.1%	-5.1%	3.8%	-6.2%	1.1%
FUS yeast rescue	11.6%	15.7%&24.5%	7.7%	-4.4%	4.5%	22.5%	?	-6.2%

#25 COc1ccc(-c2cc(C(F)(F)F)n3nc(C(=O)NCCN4CCOCC4)cc3n2)cc1
#26 CC(=O)Nc1ccc(S(=O)(=O)NCCC(=O)NCc2ccco2)cc1
#27 CCN(CC)S(=O)(=O)c1ccc(OC)c(NC(=O)c2cc3c(=O)n4ccccc4nc3s2)c1
#28 Brc1ccc(/C=N/n2cnnc2)s1
#29 COc1cccc(C2CC(=O)N3CN(c4cccc(Cl)c4C)CSC3=C2C#N)c1OC (stereo not drawn)
#30 Cc1cccc2cc(CN(Cc3ccco3)C(=O)Nc3cccc(C#N)c3)c(Cl)nc12
#31 CCC(NC(=O)NC1=NCCS1)(C(F)(F)F)C(F)(F)F
#32 O=C(N1CCOCC1)N1CCN(CC(O)COc2ccc3ccccc3c2)CC1 (stereo not drawn)
Assay by compound	25	26	27	28	29	30	31	32
PI5P4K alpha inh	-3.2	-5.3	-5.3	-5.4	-92.6*	.	-0.4	1.6
Abeta yeast res	17.4%	9.9%	0.4%	-26.5%	-12.3%	13.7%	4.9%	13.1%[9.22 µM]
PLK1 PBD inh	-5.8%	5.6%	-5.7%	-22.4%	26.7µM*	-7.1%	-5.7%	-1.6%
EPAC1 agonist	-3.5%	4.8%	6.7%	9.9%	-3.4%	15.2%	-4.2%	7.0%
EPAC1 antag	8.3%	8.6%	4.3%	6.9%	-14.9%	-5.5%	6.6%	-10.2%
IL-2 act	-0.6	2.2	8.0	-0.5	2.8	-1.8	0.8	4.5
WRN helicase inh	-5.4%	2.6%	2.8%	11.2%	-3.1%	-14.5%	3.6%	-21.0%
FUS yeast rescue	-0.5%	-6.4%	11.1%	18.0%	21.0%	14.7%	20.0%	-43.7%

#33 CCN1C[C@@H]2[C@@H]3C(=O)N(Cc4ccccc4)C(=O)[C@@H]3[C@](C)(C(=O)OC)N2C1=NC
#34 Cc1ccc(NS(=O)(=O)c2c(C)nc3sccn3c2=O)cc1
#35 COc1cc(/C=C2/SC(=S)N(CC(=O)Nc3nc4ccccc4s3)C2=O)cc(OC)c1OC
#36 CCOc1cc(N2CCOCC2)c(OCC)cc1NC(=O)Cc1ccc(OC)c(OC)c1
#37 CC1CC2C3CCC4=CC(=O)CCC4(C)C3CCC2(C)C1(O)C(=O)CO (stereo not drawn)
#38 C[C@@H](CN1C2=NC[C@H](Cc3ccccc3)N2C[C@H]1Cc1ccc(O)cc1)NC(=O)CCC1CCCCC1
#39 O=c1oc(-c2ccc(F)cc2)nc2ccsc12
#40 O=C(O)c1ccc(NC(=O)C2(c3ccccc3)CCOCC2)cc1
Assay by compound	33	34	35	36	37	38	39	40
PI5P4K alpha inh	3.1	7.8	.	-0.6	-0.8	-2.0	1.5	0.8
Abeta yeast res	-10.1%	14.5%	2.4%	4.8%	-19.8%	-13.3%	-1.5%	4.0%
PLK1 PBD inh	-13.7%	-12.9%	-8.5%	-2.2%	-4.8%	-9.0%	-16.4%	1.2%
EPAC1 agonist	-5.6%	-21.5%	2.7%	2.2%	-11.7%	-14.4%	0.3%	15.4%
EPAC1 antag	-5.0%	-28.4%	14.9%	-6.3%	-0.7%	-10.4%	-12.1%	2.9%
IL-2 act	-0.5	-2.5	-0.6	-0.3	-0.6	-3.0	3.1	-0.3
WRN helicase inh	-1.0%	-10.6%	-22.3%	6.3%	-3.4%	1.2%	3.7%	3.3%
FUS yeast rescue	-10.0%	-20.7%	24.0%	.	19.9%	12.4%	-0.4%	-5.1%

#41 COc1ccc2nc(-c3ccco3)c(-c3ccco3)nc2c1
#42 CSCC[C@H](Nc1ncnc2sc(C)c(C)c12)C(=O)O
#43 O=C(c1ccc(F)cc1)C1CCN(C(=O)Nc2ccccc2Cl)CC1
#44 COc1cc(C(F)(F)F)nc2c(Br)c(C(C)(C)C)nn12
Assay by compound	41	42	43	44
PI5P4K alpha inh	-57.9*	0.3	-6.4	0.3
Abeta yeast res	-38.4%[inhibitor]	-1.2%	-19.8%	-30.9%[inhibitor]
PLK1 PBD inh	?	-2.0%	-5.7%	-3.0%
EPAC1 agonist	11.3%	-4.3%	-7.4%	-9.1%
EPAC1 antag	?	14.4%	20.9%	-9.6%
IL-2 act	-0.2	0.8	-2.0	-2.4
WRN helicase inh	44.7µM*	-18.8%	-10.8%	-4.4%
FUS yeast rescue	.	15.0%	14.1%	-9.9%

Some values from the results shown:
FUS yeast rescue result of compound 43 → 14.1%
FUS yeast rescue result of compound 44 → -9.9%

Bioassay records from PubChem.
